# Bioassay records as filed in PubChem.
# BLM inh: qHTS Assay for Inhibitors of Bloom's syndrome helicase (BLM). recombinant BLM DNA unwinding, fluorescence dequenching. Potency, µM (series often up to 56.1 µM), for the others: at the top dose activity change, negative = inhibition, hits mostly inhibitors. 350,000 tested, 0.2% active. RecQ-like DNA helicase BLM (Homo sapiens), P54132;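 further: plate controls were vehicle for no effect and no enzyme for full effect; nearly all actives have a fitted effect of over 35% in size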
# APEX1 inh: qHTS Assay for Inhibitors of the Human Apurinic/apyrimidinic Endonuclease 1 (APE1) | Potency, µM (series often up to 65.8 µM), inactives show top-dose activity change, negative = inhibition, hits mostly inhibitors | 350,000 tested, 0.35% active | recombinant APE1, TAMRA/BHQ-2 abasic DNA cleavage fluorescence | DNA repair nuclease/redox regulator APEX1 (Homo sapiens), P27695;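 further: plate controls were vehicle for no effect and reference inhibitor for full effect; nearly all actives have a fitted effect of over 55% in size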
#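 Step 1: APE1 (0.75 nM) with compound, 15 min RT. Step 2: add 50 nM fluorophore/quencher THF duplex. Step 3: three fluorescence reads 60 s apart (525/598 nm); read 3 minus read 1 = reaction progress.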
# Starred values were filed as active, the others as inactive; ? = inconclusive; & = joins results of further samples; [ ] = dose if it differs, or a comment. The call rests on the fitted dose curve; in most records, active means well fitted curve in the direction sought with a large enough effect; inconclusive means small, poorly fitted or top-dose-only effect, or another doubt; inactive means no such curve, though single readings can be large; an effect the other way counts as inactive or inconclusive. Potency means the concentration at half of the fitted maximal effect.
SMILES,BLM inh,APEX1 inh
C[C@@H]1/C=C\CC(=O)OC[C@H]2O[C@@H](C=C[C@@H]2O)[C@H](C)/C=C\CC(=O)OC[C@H]2O[C@H]1C=C[C@@H]2O,4%[12.4 µM],24%[12.4 µM]
CCCn1c(C)nc2c(N(C)CCN(C)C)nc(C)nc21,1%,-3%
CCCNC(=O)OC[C@@H]1O[C@H](CCO/N=C\[C@@H](C)[C@H](OCc2ccccc2)C(C)C)C=C[C@@H]1Oc1ccc(OC)cc1,-2%[12.4 µM],-10%[12.4 µM]
CC(C)[C@@H](CC(=O)N[C@@H]1CCNC[C@H]1C(=O)N[C@H](CC(=O)N[C@@H](CCC(=O)O)CC(=O)O)Cc1c[nH]c2ccccc12)NC(=O)C[C@H](Cc1ccccc1)NC(=O)[C@@H]1CCCC[C@H]1N,-2%,2%
CCN1C(=O)[C@H]2[C@@H]3[C@H](O)[C@H](O)CC(=O)[C@H]3CC[C@H]2C1=O,0%&-1%[12.4 µM],-5%&11%[12.4 µM]
CCN1C(=O)[C@H]2[C@H]3[C@H](O)[C@H](O)C/C(=N/OCC(C)C)[C@@H]3CC[C@@H]2C1=O,0%[12.4 µM],?
C[C@@H]1CCC2[C@](C)(CO)[C@@H](O)CC[C@]2(C)[C@]12CCC(CO)(CCO)O2 (stereo partly drawn),2%,1%
COC/C=C/C1=CC2=CC(=O)C(C)(OC(=O)c3cnc4ccccc4n3)C(=O)C2=CN1Cc1ccc2c(c1)OCO2 (stereo not drawn),-20%[12.4 µM],-3%[12.4 µM]
CC1(OC(=O)c2cnc3ccccc3n2)C(=O)C=C2C=C(c3ccsc3)OC=C2C1=O (stereo not drawn),4%,12%
CCCCC[C@H](O)/C=C/C=C\C=C\[C@@H](O)C/C=C\CCCC(=O)O,2%,14%
CCCNC(=O)OC[C@@H]1O[C@H](CCO/N=C(\C)CCN2CCc3nc(-c4ccccc4)c(-c4ccccc4)cc3C2)C=C[C@@H]1Oc1ccc(OC)cc1,0%[12.4 µM],40%[activator][12.4 µM]
COC(=O)[C@@]1(Cc2ccc(OC)cc2)[C@H]2c3cc(C(=O)N4CCCC4)n(Cc4cc(C)n(C)n4)c3C[C@H]2CN1C(=O)c1ccccc1,0%,-3%
CO[C@@H]1COC(=O)C/C=C\[C@@H](C)[C@H](OC)COC(=O)[C@H](COCc2ccccc2)NC(=O)C/C=C\[C@H]1C,1%[12.4 µM],30%[activator][12.4 µM]
COC(=O)C/C=C\[C@@H](C)[C@@H](/C=N\OC[C@@H](O)[C@H]1O[C@H]2OC(C)(C)O[C@H]2[C@@H]1O)NS(=O)(=O)c1ccc(C)cc1,1%[12.4 µM],12%[12.4 µM]
OCC1=CC[N+]2(Cc3ccccc3)CCC(O)[C@@H]12 (stereo partly drawn),-2%,-11%
CCCCC/C=C\C\C=C/C=C/C=C/[C@@H](SCC(N)C(=O)O)[C@@H](O)CCCC(=O)O (stereo partly drawn),1%,-1%
CCCCCCN(C(=O)CCCCCN1C(=O)NC(C2CCCCC2)C(C(=O)OCc2ccccc2)=C1C)C(C(=O)NCCCC)c1ccc(OCC(=O)OC)c(C(=O)OC)c1 (stereo not drawn),-15%,-2%
CC(C)OCCCN1C=C2C(=O)C(C)(OC(=O)C3CCCC3)C(=O)C=C2C=C1c1ccsc1 (stereo not drawn),-14%[12.4 µM],-4%[12.4 µM]
COCCN(CCOC)c1nc(C)nc2c1nc(-c1ccccc1)n2CCCN(C)C,-1%,-1%
O=C1[C@H]2[C@H]3[C@H](O)[C@H](O)C/C(=N/OC[C@@H](O)COCc4ccco4)[C@@H]3CC[C@@H]2C(=O)N1c1cccc(Oc2ccccc2)c1,0%[12.4 µM],10%[12.4 µM]
OCC1OC(c2ccc3c(c2)OCO3)C=CC1Oc1cc(Cl)cc(Cl)c1 (stereo not drawn),-14%[12.4 µM],?
CC(=O)OC[C@@H]1O[C@H](C/C=N\OC[C@@H](O)COCc2ccco2)C=C[C@@H]1OC(C)=O,0%[12.4 µM],12%[12.4 µM]
CCCCc1nc2c(c3c1C[C@H](C)OC3)CN(C(=O)NCCc1c[nH]c3ccccc13)CC2,-1%[12.4 µM],3%[12.4 µM]
OCC1OC(/C=C\c2ccccc2)C=CC1Oc1ccc2c(c1)OCO2 (stereo not drawn),-11%[12.4 µM],?
CCCCC/C=C\C/C=C\C/C=C\CCCCCCC(=O)NC(C)C(=O)O (stereo not drawn),2%,-1%
CC(C1CCCC(=O)C1)[N+](=O)[O-] (stereo not drawn),-2%,0%
Cc1ccccc1Nc1oc(-c2ccccc2)nc1-c1ccccc1,-1%,11%
COc1cc2c(cc1OC)C1N(CC2)C(=O)CCC12C(=O)CCCC2=O (stereo not drawn),-8%,5%
COC(=O)N[C@H](C[N+](=O)[O-])c1cccc(C)c1,4%,12%
O=C(N/N=C1/C[C@@H](O)[C@@H](O)[C@@H]2[C@@H]3C(=O)N(c4cccc(Oc5ccccc5)c4)C(=O)[C@H]3CC[C@@H]12)OCc1ccccc1,-3%[12.4 µM],?
CCc1cc2c(nc1CC)CCN(CC/C(C)=N/O[C@@H](C)CN1CCCCc3nc(C)c(C)cc31)C2,-11%[12.4 µM],-5%[12.4 µM]
CCCCNc1nc(C)nc2c1nc(-c1ccccc1)n2CC1CCN(C)CC1,6%,-12%
CO[C@H]1COC(=O)CCC[C@H](C)[C@H](OC)COC(=O)C/C=C\[C@@H]1C,0%[12.4 µM],?
COc1ccc2c(c1)O[C@@H](c1cccc(C(F)(F)F)c1)[C@H](OC(=O)N[C@H](C)C1CCCCC1)C2=O,-1%,1%
CCCCNc1nc(C)nc2c1nc(-c1ccccc1)n2CCCN1CCCCC1C (stereo not drawn),0%,-10%
Oc1ccc2c(c1-c1c(O)c(Br)cc3c1CCCC3)CCCC2,0%,-1%
O=C1N[C@@H](Cc2c[nH]c3ccccc23)C(=O)N[C@H]1Cc1c[nH]c2ccccc12,1%,2%
CC1(OC(=O)c2cccs2)C(=O)C=C2C=C(c3ccsc3)OC=C2C1=O (stereo not drawn),-1%,-1%
COc1ccc(O[C@H]2C=C[C@@H](c3ccccc3)O[C@H]2CO/N=C2/c3cc(OC)ccc3O[C@@H](c3cccc(OC)c3)[C@H]2O)cc1,-1%[12.4 µM],23%[12.4 µM]
CCCn1c(-c2ccc(F)cc2)nc2c(NCCCCN(CC)CC)nc(C)nc21,-4%,?

# 15 entries from above, with bars between the fields:
Structure | BLM inh | APEX1 inh
CC(C1CCCC(=O)C1)[N+](=O)[O-] (stereo not drawn) | -2% | 0%
Cc1ccccc1Nc1oc(-c2ccccc2)nc1-c1ccccc1 | -1% | 11%
COc1cc2c(cc1OC)C1N(CC2)C(=O)CCC12C(=O)CCCC2=O (stereo not drawn) | -8% | 5%
COC(=O)N[C@H](C[N+](=O)[O-])c1cccc(C)c1 | 4% | 12%
O=C(N/N=C1/C[C@@H](O)[C@@H](O)[C@@H]2[C@@H]3C(=O)N(c4cccc(Oc5ccccc5)c4)C(=O)[C@H]3CC[C@@H]12)OCc1ccccc1 | -3%[12.4 µM] | ?
CCc1cc2c(nc1CC)CCN(CC/C(C)=N/O[C@@H](C)CN1CCCCc3nc(C)c(C)cc31)C2 | -11%[12.4 µM] | -5%[12.4 µM]
CCCCNc1nc(C)nc2c1nc(-c1ccccc1)n2CC1CCN(C)CC1 | 6% | -12%
CO[C@H]1COC(=O)CCC[C@H](C)[C@H](OC)COC(=O)C/C=C\[C@@H]1C | 0%[12.4 µM] | ?
COc1ccc2c(c1)O[C@@H](c1cccc(C(F)(F)F)c1)[C@H](OC(=O)N[C@H](C)C1CCCCC1)C2=O | -1% | 1%
CCCCNc1nc(C)nc2c1nc(-c1ccccc1)n2CCCN1CCCCC1C (stereo not drawn) | 0% | -10%
Oc1ccc2c(c1-c1c(O)c(Br)cc3c1CCCC3)CCCC2 | 0% | -1%
O=C1N[C@@H](Cc2c[nH]c3ccccc23)C(=O)N[C@H]1Cc1c[nH]c2ccccc12 | 1% | 2%
CC1(OC(=O)c2cccs2)C(=O)C=C2C=C(c3ccsc3)OC=C2C1=O (stereo not drawn) | -1% | -1%
COc1ccc(O[C@H]2C=C[C@@H](c3ccccc3)O[C@H]2CO/N=C2/c3cc(OC)ccc3O[C@@H](c3cccc(OC)c3)[C@H]2O)cc1 | -1%[12.4 µM] | 23%[12.4 µM]
CCCn1c(-c2ccc(F)cc2)nc2c(NCCCCN(CC)CC)nc(C)nc21 | -4% | ?

# The list continues:
SMILES,BLM inh,APEX1 inh
CC(=O)N1CC2(CC2)CC1c1ccccc1 (stereo not drawn),-1%,-4%
O=C1NC[C@H](c2ccccc2)N1,3%,5%
C[C@H]1CC[C@H](C(=O)O)N[C@@H]1c1ccc(C#Cc2ccccc2)cc1,6%[12.4 µM],38%[activator][12.4 µM]
CNC(=O)C1(C)C=CC2(CCCCC2)N1C(C)=O (stereo not drawn),1%,-4%
CC1(C)OC(=O)C=C[C@@]2(C)C1C[C@@H](O)[C@]1(C)C2CC[C@@]2(C)C(c3ccoc3)OC(=O)[C@H]3O[C@]321 (stereo partly drawn),6%,3%
COC(=O)C1(Cc2ccccc2)C=C2C(=C(C(C)C)C(=O)C2C)CN1 (stereo not drawn),-9%,-9%
CCC/C=C(\CCC)C(NS(=O)(=O)c1ccc(C(F)(F)F)cc1)c1ccc(-c2ccccc2)cc1 (stereo not drawn),6%,1%
O=C1CCCC1C(O)c1ccc2ccccc2c1 (stereo not drawn),4%,-12%
CCCCC/C=C\C\C=C/C=C/C=C/[C@@H](SCC(N)C(=O)NCC(=O)O)[C@@H](O)CCCC(=O)O (stereo partly drawn),-1%,30%
COC(=O)C1(C(=O)OC)C/C=C\Cc2ccccc2[C@@H]1C[N+](=O)[O-],3%&7%&-3%,2%&4%&14%
CCC1=C2CC[C@H]3C(=O)N(CC)C(=O)[C@H]3[C@H]2[C@@]2(Cc3ccccc3)C(=NCC3CC3)OC(=O)N2C1=O,1%,-4%
COc1cc(O)c(C(=O)/C=C/c2ccccc2)c(O)c1,-1%[12.4 µM],?
CCCCC1=CC2=C(OC(C)=O)C(=O)C(C)(OC(=O)C3CCCC3)C(=O)C2=CO1 (stereo not drawn),-1%,-5%
CC(=O)N1C2(C=CC1(C)C(=O)NCc1cc(F)cc(C(F)(F)F)c1)CCCCC2 (stereo not drawn),-14%,-8%
CCCCc1nc2c(c3c1C[C@H](C)OC3)CN(C(=O)N[C@H](C(=O)OC)C(C)C)CC2,-1%[12.4 µM],-1%[12.4 µM]
Cc1ccc(S(=O)(=O)n2c3ccccc3c3nnc(C(=O)c4ccccc4)nc32)cc1,-8%[12.4 µM],-3%[12.4 µM]
COC(=O)c1ccc(C(NC(=O)OCc2ccccc2)/C(=C/[C@@H](C)C(=O)NCc2nc3ccccc3n2C)c2cccnc2)cc1 (stereo partly drawn),2%,-19%
CC(Cc1ccccc1)C(=O)NCCc1c[nH]c2ccccc12 (stereo not drawn),-9%,-8%
Cc1cc(C(=O)N[C@@H](c2ccccc2)[C@]2(C)C[C@H]2[C@@H](C)C(=O)Nc2ccc3ccccc3c2)n(C)n1,-7%,0%
CC/C=C\C/C=C\C/C=C\C/C=C\C=C\C(O)CCCC(=O)O (stereo not drawn),2%,5%
CC(C)(C)N1C(=O)[C@@H]2[C@H]3C(=CC[C@H]2C1=O)C(=O)[C@H]1O[C@H]1[C@H]3O,-3%[12.4 µM],-10%[12.4 µM]
COC(=O)c1ccc(C(NC(=O)OCc2ccccc2)/C(C)=C/[C@@H](C)C(=O)N(C)Cc2cccnc2)cc1 (stereo partly drawn),-2%,-2%
C[C@H](O)CON1C(=O)c2ccccc2C1=O,-4%,-2%
COC(=O)[C@@]1(Cc2ccc(F)cc2)[C@H]2c3cc(C(=O)N(C)C)n(Cc4ccc(C)c(F)c4F)c3C[C@H]2CN1C(=O)c1ccccc1,-6%,12%
O=C1CCC=C1C(O)CCc1ccccc1 (stereo not drawn),3%,-1%
CCN1C(=O)[C@H]2[C@H]3[C@H](O)[C@H](O)C/C(=N/OC/C=C(\C)CCC=C(C)C)[C@H]3CC[C@@H]2C1=O,0%[12.4 µM],2%[12.4 µM]
CC(=O)OC[C@H]1O[C@@H](O/N=C(\C)CCN2CCCc3nc(C)c(C)cc32)[C@H](OC(C)=O)[C@@H](OC(C)=O)[C@H]1OC(C)=O,-3%[12.4 µM],?
COC(=O)NC(c1ccccc1)C1(C(=O)OC)C(=O)Cc2ccccc21 (stereo not drawn),2%,0%

# Not all compounds are listed; rates above refer to the full screens.
